# GPR7 antagonist: GPR7 receptor antagonists, primary screen, cell-based, fluorescence, single concentration. 1.1% of 290,000 active. inhibition, % at 4.4 µM. Neuropeptides B/W receptor type 1 (Homo sapiens), P48145. GPR7-expressing cells, fluorescence antagonist assay; in the data active = inhibition above about 16%, passing the limit was not always enough;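 note: cells stimulated with the agonist NPW; 0% = agonist with vehicle and 100% = vehicle without agonist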
# Target sequence (P48145 whole entry, looked up): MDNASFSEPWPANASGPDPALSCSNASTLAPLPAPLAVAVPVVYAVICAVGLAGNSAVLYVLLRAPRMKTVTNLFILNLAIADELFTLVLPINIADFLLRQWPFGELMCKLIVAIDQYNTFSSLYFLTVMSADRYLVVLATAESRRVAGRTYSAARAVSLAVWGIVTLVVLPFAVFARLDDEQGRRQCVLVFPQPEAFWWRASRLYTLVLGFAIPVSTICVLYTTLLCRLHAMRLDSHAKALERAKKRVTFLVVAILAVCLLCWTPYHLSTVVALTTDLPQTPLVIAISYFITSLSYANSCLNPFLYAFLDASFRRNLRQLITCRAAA
# OXTR agonist: human OXTR agonists, primary screen, fluorescence, CHO-OTR cells, Fluo-8 calcium; Oxytocin receptor (Homo sapiens), P30559; activation, % at 3 µM; 0.32% of 320,000 active; Fluo-8 calcium fluorescence; normalized: DMSO 0%, oxytocin 100%;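 active = activation above the mean of all tested compounds plus 3 SD, cutoff set per screening run, cut at about 20% in these data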;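 note: peak over basal fluorescence ratio from a 100 s FLIPR kinetic read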
# Target sequence (P30559 whole entry, looked up): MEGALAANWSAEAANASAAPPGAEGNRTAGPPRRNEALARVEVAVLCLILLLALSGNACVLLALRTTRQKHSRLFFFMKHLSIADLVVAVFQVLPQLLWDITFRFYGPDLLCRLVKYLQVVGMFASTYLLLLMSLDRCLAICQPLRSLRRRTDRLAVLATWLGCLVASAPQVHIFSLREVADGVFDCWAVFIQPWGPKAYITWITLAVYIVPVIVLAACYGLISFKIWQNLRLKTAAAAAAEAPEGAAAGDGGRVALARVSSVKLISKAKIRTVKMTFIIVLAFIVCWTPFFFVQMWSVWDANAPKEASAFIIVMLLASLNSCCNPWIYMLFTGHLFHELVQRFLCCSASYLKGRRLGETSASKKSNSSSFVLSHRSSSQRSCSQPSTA
# PHOSPHO1 block: PubChem AID 1565. Phosphoethanolamine/phosphocholine phosphatase (Homo sapiens), Q8TCT1. recombinant PHOSPHO1, absorbance phosphatase assay. inhibition, % at 13.3 µM. 1.1% of 290,000 active; in the data active = inhibition above about 60%
# Target sequence (Q8TCT1 whole entry, looked up): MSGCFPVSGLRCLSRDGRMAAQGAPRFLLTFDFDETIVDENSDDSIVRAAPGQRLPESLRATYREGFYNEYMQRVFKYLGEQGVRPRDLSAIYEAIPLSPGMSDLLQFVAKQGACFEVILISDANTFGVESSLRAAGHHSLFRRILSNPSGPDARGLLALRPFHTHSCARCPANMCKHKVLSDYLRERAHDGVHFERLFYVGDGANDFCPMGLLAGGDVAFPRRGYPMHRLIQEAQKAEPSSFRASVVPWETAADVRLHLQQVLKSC
# NALP1 inh: NALP1 inflammasome inhibitors in reconstituted yeast, colorimetric, S. cerevisiae, triplicate retest. S. cerevisiae NALP1/ASC/caspase-1 growth, X-gal OD620, 72 h. inhibition, % at 10 µM. 0.61% of 280,000 active. AID 2071, 2009; in the data active = inhibition mostly above about 24%, no sharp cut-off; inactive = mostly below about 32%; note: some compounds called inactive have numbers as strong as hits
# MEKK2mut PB1 HTS: MEK5 binding signal on mutant MEKK2 PB1, primary screen, biochemical, multiplex bead flow cytometry, Alexa488-MEK5; Alexa488-MEK5 binding to MEKK2 mutant; percent response, % at 10 µM; 0.35% of 290,000 active; AID 1530, 2009; in the data active = percent response above about 24%, passing the limit was not always enough; note: inactives centre near 1; some results filed as inactive read as strong as hits; reference of the scale not given here
# MEKK2 WT-MEK5: modulators of MEK5 binding to wildtype MEKK2, primary screen, biochemical, multiplex bead flow cytometry, Alexa488-MEK5 | AID 1531, 2009 | binding response (% of control), % at 10 µM | 1.1% of 290,000 active | Mitogen-activated protein kinase kinase kinase 2 (Homo sapiens), Q9Y2U5 | Alexa488-MEK5 binding to MEKK2 WT; actives lie on both sides; in the data active = binding response below about 67% or above about 130%
# MEKK3 PB1 HTS: modulators of MEKK3-MEK5 PB1 binding, primary screen, biochemical, wildtype MEKK3, multiplex bead flow cytometry, Alexa488-MEK5; bead-based flow cytometry, Alexa488-MEK5 binding to MEKK3; actives lie on both sides; 0 = blocked by unlabeled MEK5, 100 = vehicle; binding response (% of control), % at 10 µM; 1.4% of 290,000 active; AID 1529, 2009;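 active = binding response more than 3 SD above or below the average of its plate-row segment, actives on both sides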;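 note: Alexa488 bead fluorescence after subtracting the streptavidin-only scavenger bead signal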
# FID counter: compounds displacing fluorescent DNA intercalator, primary screen, artefact control for HCV NS3 helicase inhibitor project, biochemical, FID fluorescence. 0.17% of 290,000 active. inhibition, % at 7.9 µM. DNA fluorescent intercalator displacement. AID 1845, 2009; in the data active = inhibition above about 37%;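 note: 0% = vehicle and 100% = reference compound; higher means more ethidium bromide displaced from hairpin DNA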
# M18AAP inhibitor: PfM18AAP inhibitors, malaria aminopeptidase, primary screen, biochemical, QFRET, recombinant enzyme; H-Glu-NHMec fluorogenic cleavage; 1.2% of 290,000 active; inhibition, % at 7.35 µM; M18 aspartyl aminopeptidase (Plasmodium falciparum 3D7);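 active = inhibition above the campaign mean inhibition over all tested compounds plus 3 SD, cut at about 28% in these data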;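 note: 0% = plate median of test compound wells and 100% = 2 mM ZnCl2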
# Active calls of the source: *; . = not tested or not shown; [ ] = remark or other dose. Hits appear at their usual frequency; overall some 6.2% were active at least once.
SMILES,GPR7 antagonist,OXTR agonist,PHOSPHO1 block,NALP1 inh,MEKK2mut PB1 HTS,MEKK2 WT-MEK5,MEKK3 PB1 HTS,FID counter,M18AAP inhibitor
O=C(c1ccccc1F)N1CCN(Cc2nc3sc4c(c3c(=O)[nH]2)CCCC4)CC1,-6.6,3.5,16.0,11.6,-3.0,100.0,100.0,-43.6,3.4
COc1cc(C(=O)NC(=S)NNC(=O)[C@H]2C[C@@H]2c2ccccc2)cc(OC)c1OC,-12.3,27.6*,7.7,16.6,-19.0,85.0,93.0,-9.4,12.8
Cc1ccc(-n2c(=O)c3c4c(sc3n(Cc3cc(=O)n5ccccc5n3)c2=O)CCC4)cc1C,-1.6,-0.9,-14.7,24.3,-2.0,96.0,95.0,-9.2,-6.5
COc1ccc(Cl)cc1NC(=O)CCN1C(=O)C2C3C=CC(C4CC34)C2C1=O (stereo not given),2.2,1.4,11.1,2.1,15.0,111.0,108.0,-27.6,0.1
CC1CCCN(CCCNS(=O)(=O)c2ccc3c(c2)CCN3C(=O)C2CC2)C1 (stereo not given),-13.0,-0.6,27.9,6.3,-3.0,100.0,100.0,14.0,2.0
Cn1c(=O)n(C)c2cc(NS(=O)(=O)c3ccc4c(c3)CCCC4)ccc21,0.5,11.9,-1.2,15.9,5.0,106.0,105.0,-27.4,-4.2
CCc1nnc(SCC(=O)Nc2ccccc2)n1CC1CCCO1 (stereo not given),-6.2,.,26.5,-2.6,6.0,104.0,104.0,-7.1,-6.5
CC1=C(C(=O)Nc2ccccc2C(=O)NCCCN2CCN(C)CC2)SCCO1,4.0,-0.2,31.9,19.2,4.0,101.0,101.0,3.4,0.6
CSc1nc(-c2ccco2)nn1C(=O)CCc1ccccc1,7.2,-0.2,21.8,8.0,0.0,99.0,103.0,2.4,-6.5
NC(=S)N/N=C/c1coc2cc(Br)ccc2c1=O,-1.5,-1.3,37.7,-0.3,1.0,99.0,101.0,5.3,20.2
CCOC(=O)c1c(CC(C)C)csc1NC=O,9.9,-3.3,1.0,-19.7,-2.0,95.0,99.0,-5.8,-12.5
CCNc1ccc(Br)cc(C(=O)/C=C/c2ccc(Cl)cc2Cl)c1=O,2.9,4.2,-10.4,16.8,2.0,75.0,80.0,-20.6,20.8
CCc1cc(N2CCOCC2)cc2c1[nH]c1ccccc12,-6.2,-1.1,23.5,1.4,5.0,104.0,104.0,-0.2,2.3
Cc1ccccc1Nc1nc(-c2sc(NC(=O)c3ccc([N+](=O)[O-])cc3)nc2C)cs1,-12.9,0.3,-134.8,2.6,5.0,106.0,107.0,9.6,-0.3
CC1=CN2C(=N)/C(=C/c3ccc(Sc4ccc(Cl)cc4)o3)C(=O)N=C2S1,-9.2,-2.7,-6.0,19.2,12.0,114.0,99.0,-1.9,5.5
COc1ccc(S(=O)(=O)CC2(O)CCN(C(=O)C(C)(C)C)CC2)cc1,-8.1,1.3,4.0,9.0,-2.0,103.0,103.0,-3.2,-8.6
O=C(NCCc1csc(-c2cccnc2)n1)c1c(F)cccc1F,-7.0,-0.1,10.6,12.5,-9.0,93.0,91.0,-13.4,0.3
S=c1nccc(-c2ccc(Cl)cc2)[nH]1,-2.8,0.0,-93.2,2.9,-1.0,101.0,101.0,-3.4,1.4
Cc1ccc(C)c(NNC(N)=S)c1,-5.3,0.6,37.3,9.1,-3.0,101.0,109.0,-0.8,-28.9
CCCc1nnc(SCC(=O)NC2CCCCC2)n1CCOC,5.6,1.0,31.0,32.9,-2.0,97.0,100.0,-2.1,0.2
O=C(Nc1ccc(S(=O)(=O)Nc2ccccn2)cc1)c1cccc(Br)c1,-5.0,0.2,-26.1,3.9,-3.0,99.0,98.0,-16.8,0.6
O=C(/C=C/c1ccccc1)c1ccoc1,-16.4,-0.8,-0.3,35.5,-5.0,101.0,92.0,-0.8,8.6
O=C(C1=C[C@@H](C2CCCCC2)C[C@@H](OCCCCO)O1)N1CCN(Cc2ccccc2)CC1,20.9,-0.3,19.8,8.2,6.0,84.0,88.0,-31.1,2.9
CCN1CCN(Cc2ccc(NC(=O)c3ccc(C)c(NC(=O)c4cccc(-c5cn[nH]c(=O)c5)c4)c3)cc2C(F)(F)F)CC1,-3.6,-1.1,15.2,30.5,29.0*,169.0*,108.0,40.5*,-5.8
CCCC(c1nnnn1CCOC)N1CCN(C(=O)c2ccco2)CC1 (stereo not given),1.4,0.4,-0.3,-1.8,18.0,114.0,111.0,-0.2,-2.1
Cc1ccccc1N1C(=O)CC1(C#N)c1ccc(OCc2ccccc2)cc1 (stereo not given),14.5,1.0,-8.6,6.5,-2.0,100.0,105.0,-8.6,-6.9
O=[N+]([O-])c1ccc(N2CCN(C(=S)Nc3ccc(F)cc3)CC2)cc1,18.1,11.2,-22.9,14.3,-16.0,78.0,83.0,3.7,-0.4
CC(C)CC(=O)N1CCN(Cc2cccc(F)c2)CC1,-7.9,0.4,2.3,3.8,4.0,99.0,103.0,-3.5,18.7
O=C(NCCO)/C(=C\c1cccc([N+](=O)[O-])c1)NC(=O)c1ccco1,-5.6,-0.1,7.0,21.5,18.0,109.0,106.0,0.7,2.6
COc1ccc(N2CC(C(=O)OCC(=O)c3cccc(OC)c3)CC2=O)cc1 (stereo not given),-2.3,2.1,17.6,12.1,-1.0,96.0,99.0,-27.1,-4.2
CC1CCC/C(=N\NS(=O)(=O)c2ccccc2)C1 (stereo not given),-13.0,-0.4,14.7,6.1,2.0,104.0,105.0,0.2,-7.2
COc1ccc(CN2C(=O)c3cccnc3C2=O)cc1S(=O)(=O)N1CCOc2ccc(C)cc21,-11.2,2.8,-32.9,11.2,-1.0,105.0,100.0,-38.1,-2.3
Clc1ccc(-c2onc3c2CCCC3)cc1,-5.1,-1.4,1.0,19.9,9.0,109.0,104.0,-3.0,-0.7
COc1ccc(NC(=O)C23CC4CC(C2)CC(n2cnc(Br)n2)(C4)C3)cc1Cl,0.9,-1.1,-35.2,-19.4,.,.,.,-1.7,3.6
COc1cccc(NC(=O)N2CCCC2C(=O)NCc2ccccc2)c1 (stereo not given),-4.3,-1.2,20.7,9.3,-16.0,55.0*[inhibitor],63.0*[inhibitor],-9.3,0.5
Cc1c(C#N)c2ccccc2n1CCOc1ccccc1F,7.8,0.0,-6.0,0.8,4.0,105.0,107.0,6.1,-0.9
COC(=O)C1=C(C)NC(=O)C1(NC(=O)CN1CCCC1=O)C(F)(F)F (stereo not given),-1.6,1.0,-5.8,-2.2,8.0,111.0,110.0,-1.0,-6.6
Cc1c(C(=O)NC2CCCCC2)oc2c1C(=O)CC(C)(C)C2,-4.3,-0.7,3.6,6.4,7.0,100.0,98.0,-24.8,-3.7
CCn1cc(C2C(C(=O)Nc3ccc(Br)cn3)=C(C)NC3=C2C(=O)CCC3)c(C)n1 (stereo not given),-15.3,0.7,-3.4,20.1,0.0,99.0,99.0,-6.2,2.4
O=C(NNC(=O)c1cnccn1)c1ccc(Cl)c(Cl)c1,-8.5,-0.1,8.2,-10.4,5.0,107.0,103.0,-0.6,7.0
Cc1ccc2[nH]nc(C(=O)N3CCCC(C(=O)c4ccc(Cl)cc4)C3)c2c1 (stereo not given),-15.0,-1.2,22.6,7.9,4.0,95.0,100.0,-26.2,4.3
CC(C)CCNC(=S)Nc1ccc(F)cc1,16.8,0.0,.,.,2.0,104.0,99.0,-2.1,-12.3
CCCn1cnc2scc(-c3ccc(OC)cc3)c2c1=O,-6.0,-3.1,46.0,10.1,11.0,102.0,108.0,-14.8,-2.6
Fc1ccc(C2CCCN2Cc2nc(Cc3ccccc3)no2)cc1 (stereo not given),2.0,-2.6,6.4,-6.0,-10.0,91.0,94.0,-1.4,-0.5
COc1ccc(C(=O)N2CCCC(Nc3ccc(F)cc3)C2)cc1F (stereo not given),-0.6,-0.8,1.0,11.6,-2.0,104.0,102.0,-13.4,-0.4
CCN1C(=O)/C(=C/N2CCc3ccccc3C2)SC1=S,-7.3,-2.7,-4.4,-5.1,-10.0,97.0,95.0,-4.5,2.2
CCOC(=O)c1c(C)[nH]c(C)c1S(=O)(=O)NCCCc1ccco1,5.8,-2.3,-28.5,8.3,3.0,101.0,100.0,-17.5,-16.1
O=C1OCC2=C1C(c1ccc(F)cc1)Sc1ccccc1N2 (stereo not given),0.1,3.7,28.0,25.0,2.0,97.0,102.0,-0.8,4.6

# Entries of single compounds, looked up by structure.
# `CCc1nnc(SCC(=O)Nc2ccccc2)n1CC1CCCO1` (stereo not given) across the screens: GPR7 antagonist: -6.2; OXTR agonist: .; PHOSPHO1 block: 26.5; NALP1 inh: -2.6; MEKK2mut PB1 HTS: 6.0; MEKK2 WT-MEK5: 104.0; MEKK3 PB1 HTS: 104.0; FID counter: -7.1; M18AAP inhibitor: -6.5
# `O=C(NCCc1csc(-c2cccnc2)n1)c1c(F)cccc1F` across the screens: GPR7 antagonist: -7.0; OXTR agonist: -0.1; PHOSPHO1 block: 10.6; NALP1 inh: 12.5; MEKK2mut PB1 HTS: -9.0; MEKK2 WT-MEK5: 93.0; MEKK3 PB1 HTS: 91.0; FID counter: -13.4; M18AAP inhibitor: 0.3

# Further entries follow:
SMILES,GPR7 antagonist,OXTR agonist,PHOSPHO1 block,NALP1 inh,MEKK2mut PB1 HTS,MEKK2 WT-MEK5,MEKK3 PB1 HTS,FID counter,M18AAP inhibitor
COc1ccc(N(CC(=O)NCCSCc2ccco2)S(=O)(=O)c2ccccc2)cc1Cl,-2.9,0.8,28.7,8.3,4.0,100.0,103.0,-43.2,-13.3
CCc1ccc(NC(=O)N2CCCCCC2)cc1,-7.4,-1.1,9.4,18.3,6.0,103.0,100.0,-3.7,-4.2
COc1ccc(S(N)(=O)=O)cc1N(C)S(=O)(=O)c1ccccc1,-10.8,1.6,20.0,12.4,-4.0,101.0,100.0,-2.1,0.7
C/C=C/c1ccc(OCCOc2ccc(C=O)cc2OC)c(OC)c1,-5.1,-2.4,-8.9,11.1,14.0,108.0,100.0,-22.5,-4.8
O=C(NCc1ccc(F)cc1)C1CCN(S(=O)(=O)N2CCOCC2)CC1,-15.0,0.5,-27.9,7.3,-5.0,95.0,99.0,3.9,0.9
CCCN(CCC)C(=O)/C=C/c1cccc([N+](=O)[O-])c1,8.4,-2.3,18.8,.,-27.0,78.0,87.0,-15.8,-12.0
Cc1ccc(C(=O)NC2CCCCCC2)cc1N1CCCC1=O,7.3,-0.1,8.3,13.7,4.0,103.0,97.0,-3.2,-17.7
Cc1ccc(C(=O)CSc2nnnn2-c2ccccc2)o1,3.2,-0.5,20.2,5.6,-5.0,98.0,98.0,-4.1,-3.0
COC(=O)n1ccc(C(=O)Nc2ccccc2F)n1,-4.7,0.5,4.9,-11.3,-21.0,3.0*[inhibitor],3.0*[inhibitor],1.6,-13.5
COC(=O)c1sc(SC)c(S(=O)(=O)C(C)C)c1N/N=C(\C#N)C(=O)c1ccccc1,-10.4,1.6,12.1,11.9,15.0,119.0,122.0,-22.5,7.3
c1ccc2[nH]c(CN3CCCCCC3)nc2c1,-11.3,0.1,7.1,9.2,3.0,102.0,98.0,-5.4,-1.2
COCC(=O)Nc1ccccc1C(=O)NC(C)C,-16.4,0.8,0.2,6.3,1.0,95.0,94.0,-1.0,-8.8

# Assay outcomes deposited in PubChem BioAssay by several laboratories.
